From PubChem
STAT1 inh: inhibitors of IFN-gamma induced STAT1 signaling. AID 920. actives 0.35% (n = 200,000). inhibition, % at 5.5 µM. NIH 3T3 STAT1-luciferase reporter, luminescence;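 active means inhibition above a set limit, the mean inhibition across all tested compounds plus 3 SD, cut at about 34% in these data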;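 further: 0% = IFN-gamma with DMSO and 100% = IFN-gamma with 300 µM nifuroxazide; values of inactives mirror those of a sister screen read the other way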
STAT3 inh: inhibitors of IL-6 induced STAT3 signaling; inhibition, % at 5.5 µM; AID 862; actives 0.89% (n = 190,000); U3A cells, IL-6 STAT3-luciferase reporter, luminescence; host cell line lacks STAT1;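 active means inhibition above the mean inhibition across all screened compounds plus 3 SD, cut at about 44% in these data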;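 further: 0% = DMSO only wells and 100% = 100 µM nifuroxazide control wells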
TLR4 MyD88 comp: blocks binding of human TLR4 to MyD88; inhibition, % at 8.4 µM; actives 0.18% (n = 200,000); HeLa CL3-4 TLR4/MyD88 BLA complementation, FRET ratio; O00206+Q99836; in the data active means inhibition above about 25%;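 further: 0% = vehicle and 100% = reference inhibitor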
Diaphorase act: counter-screen for diaphorase-based assays: diaphorase activators and chemical reducers. AID 1229. activation factor at 20 µM. Diaphorase/resazurin coupled assay, resorufin fluorescence, 16 min; hits give high values; 1 = vehicle wells, 0 = NADH-free wells. actives 0.005% (n = 190,000);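 active means diaphorase activity raised at least twofold by the compound at 20 µM; inactive means activation factor below 2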
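Assay system: Purified diaphorase enzyme from Clostridium kluyveri | Amount: Enzyme 0.07 U/mL final | Dosing: Compound 20 µM once, DMSO 1% | Timing: 16 min reaction at room temperature | Detection: Fluorescence, excitation 544 nm and emission 590 nm | Evaluation: Higher resorufin formation from activation or reduction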
APP 5UTR inh: APP translation inhibition | SH-SY5Y APP 5'UTR-luciferase reporter, luminescence | inhibition, % at 2 µM | actives 0.82% (n = 190,000) | AID 1285;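 active means inhibition above a set limit, derived from the sample mean plus 3 SD, cut at about 45% in these data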; further: values of inactives mirror those of a sister screen read the other way
Diaph inh CS: diaphorase inhibition or chemical oxidation counter-screen | diaphorase resazurin-to-resorufin fluorescence, NADH, 16 min; bacterial (C. kluyveri) enzyme, not human | inhibition, % at 20 µM | actives 0.69% (n = 190,000) | AID 1217;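 active means primary screen inhibition at 20 µM above a set limit, cut at about 50% in these data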;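 further: plate controls were DMSO with full reaction for no effect and wells lacking NADH for full effect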
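Assay system: diaphorase enzyme from Clostridium kluyveri; Input: enzyme working solution with 0.14 U/mL diaphorase; Timing: 16 min at room temperature; Technique: resorufin fluorescence, excitation 544 nm, emission 590 nm; Benchmarks: positive control minus NADH, DMSO neutral control.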
G6PDH counter: L. mesenteroides G6PDH inhibition counter-screen; inhibition, % at 5 µM; Purified L. mesenteroides G6PDH, diaphorase/resazurin coupled fluorescence, 45 min; actives 0.12% (n = 200,000); in the data active means inhibition above about 50%
STAT3 act: increases IL-6 driven STAT3 reporter signal | actives 0.91% (n = 190,000) | activation (% of control), % at 5.6 µM | U3A cells, IL-6 STAT3-luciferase reporter, luminescence; 100% = signal with IL-6 EC80 alone;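 active means activation above the screen-wide mean of compound activation plus 3 SD, cut at about 130% in these data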;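 further: 0% = background luminescence of wells with medium and substrate only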
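Material: human STAT1-deficient U3A cells with stable STAT3-luciferase reporter / Probe or stimulus: IL-6 stimulus at 33 ng/mL final / Schedule: 1 h compound pre-exposure, 6 h IL-6 stimulation, 37 °C / Technique: luminescence / Read-out basis: percent of IL-6-only median luminescence / Control set: IL-6-only high control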
Hsp70 activator: transcriptional activators of Hsp70; HeLa Hsp70 promoter luciferase reporter, luminescence; scaled: vehicle 0, proteasome-inhibitor control 100%; actives 0.04% (n = 200,000); activation, % at 10 µM;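 active means activation above the mean across all tested compounds plus 3 SD, cutoff set per campaign, cut at about 5.5% in these data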;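 further: 100% = MG132 at 30 µM as the positive control and 0% = DMSO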
STAT1 act: STAT1 signaling activation. NIH 3T3 STAT1-luciferase reporter, IFN-gamma, luminescence; 100% = IFN-gamma alone, no compound. activation (% of control), % at 5.5 µM. actives 2.6% (n = 200,000);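 active means activation above the screen-wide mean activation plus 3 SD, cut at about 130% in these data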;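 further: raw ratio to IFN-gamma control signal so 100% means no change and 0% no light; values of inactives mirror those of a sister screen read the other way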
* hit, by the source's call; . = no result given. Only part of the results is shown. The share of hits here may be higher or lower than overall.

SMILES	STAT1 inh	STAT3 inh	TLR4 MyD88 comp	Diaphorase act	APP 5UTR inh	Diaph inh CS	G6PDH counter	STAT3 act	Hsp70 activator	STAT1 act
CCCCOCCCn1c(N)c(C(=O)OCCOC)c2nc3ccccc3nc21	-3	16	-8	1	0	0	7	90	0.0	103
O=c1[nH]c(=O)n(C2CCCCC2)c(O)c1C=NCCCn1ccnc1	-2	7	2	1.1	11	-8	13	97	-0.4	100
CCCCCCC[n+]1ccc(-c2cc[n+](CCCCCCC)cc2)cc1	1	1	-10	1	16	0	-1	100	-0.3	99
COc1ccc(C=O)cc1O	-11	-1	-2	1	-3	-5	16	98	0.1	110
CCCCNC(=S)N1CCn2cccc2C1c1cccnc1 (stereo unspecified)	3	7	-8	0.9	1	14	4	101	0.2	98
CCCCCCCSc1cc(OC)c(CCNC)cc1OC	-3	5	-6	1.2	-2	-18	6	102	-0.1	103
CCCCCn1c(=O)c(C(=O)Nc2c(C)n(C)n(-c3ccccc3)c2=O)c(O)c2ccccc21	1	8	-1	0.9	13	10	5	102	-0.4	99
CN1C(=O)C(Cc2cccc3ccccc23)C(=O)N(C)C1=O	2	1	6	0.8	-20	20	-5	101	-0.3	98
O=C1CC(c2cccnc2)=NN1c1ccccc1	-5	3	3	0.8	-1	19	6	100	-0.3	103
CCOC(=O)CN1C(=O)C2(C(C#N)=C(N)Oc3ccccc32)C(C(=O)OC)=C1C (stereo unspecified)	-3	-2	2	0.9	5	8	11	105	0.1	103
Cc1c2cnn(CC(=O)N3CCC4(CC3)OCCO4)c(=O)c2c(C)n1Cc1ccccc1F	-2	2	7	0.9	-4	12	-6	102	0.3	103
O=c1c2ccccc2nc(N2CCCC2)n1-c1ccccc1	-7	5	-10	0.8	-18	18	-2	103	-0.1	107
CCN1C(=O)C(=Cc2cc(C)n(C3CC3)c2C)C(=O)N(CC)C1=S	5	-4	8	0.8	4	18	-6	106	0.0	96
O=C1/C(=C/c2ccc3c(c2)OCO3)N2CCC1CC2	-6	0	-10	0.9	13	9	25	99	-0.3	105
CCOC(=O)C(O)(c1ccc(N)c(OC)c1)C(F)(F)F (stereo unspecified)	2	8	3	0.9	-10	10	1	102	-0.1	98
C#CC[N+]1(C)C2CCC1CC(O)C2 (stereo unspecified)	-12	4	-1	1	7	-3	3	101	-0.2	109
CC(C)(C)P(=O)(c1ccncc1)N1CCCC1 (stereo unspecified)	-4	3	6	0.9	12	8	5	102	-0.6	104
Nc1c([N+](=O)[O-])cc(F)c(N2CCNCC2)c1Br	5	11	-6	0.8	-21	16	9	92	-0.4	94
COc1ccc(C2NCc3ccccc3-n3cccc32)cc1 (stereo unspecified)	-9	4	-2	0.9	7	8	10	105	0.1	108
CN1CN=C(N[N+](=O)[O-])N(Cc2ccco2)C1	-4	2	-1	1	12	-4	8	100	-0.2	104
O=C(O)C1CSC(c2cccnc2)N1 (stereo unspecified)	5	4	4	0.9	1	11	1	102	-0.4	96
Fc1ccc2c(c1)nnn2C1CCN(Cc2nnnn2C2CCCCC2)CC1	9	4	13	0.9	11	10	5	100	0.3	91
CCCC[N+]1(C)[C@@H]2CC(OC(=O)[C@H](CO)c3ccccc3)C[C@H]1[C@@H]1O[C@@H]12 (stereo partly specified)	.	.	.	1	-11	-1	3	.	-0.1	.
O=C(c1ccc2c(c1)ncn2C1CCCCC1)N1CCC2(CC1)OCCO2	11	10	-20	0.9	-13	6	-1	98	-0.2	90
CC(=O)c1cn(CCCOc2ccccc2)c2ccccc12	19	42	-3	.	22	.	22	66	-0.2	81
C=CCn1c(O)c(C(CC)=Nc2ccccc2NC(C)=O)c(=O)[nH]c1=O	8	5	4	0.9	-37	12	-7	98	0.0	92

Gathered by group, the compounds so far containing four or more nitrogen atoms
SMILES	STAT1 inh	STAT3 inh	TLR4 MyD88 comp	Diaphorase act	APP 5UTR inh	Diaph inh CS	G6PDH counter	STAT3 act	Hsp70 activator	STAT1 act
CCCCOCCCn1c(N)c(C(=O)OCCOC)c2nc3ccccc3nc21	-3	16	-8	1	0	0	7	90	0.0	103
O=c1[nH]c(=O)n(C2CCCCC2)c(O)c1C=NCCCn1ccnc1	-2	7	2	1.1	11	-8	13	97	-0.4	100
CCCCNC(=S)N1CCn2cccc2C1c1cccnc1 (stereo unspecified)	3	7	-8	0.9	1	14	4	101	0.2	98
CCCCCn1c(=O)c(C(=O)Nc2c(C)n(C)n(-c3ccccc3)c2=O)c(O)c2ccccc21	1	8	-1	0.9	13	10	5	102	-0.4	99
Cc1c2cnn(CC(=O)N3CCC4(CC3)OCCO4)c(=O)c2c(C)n1Cc1ccccc1F	-2	2	7	0.9	-4	12	-6	102	0.3	103
Nc1c([N+](=O)[O-])cc(F)c(N2CCNCC2)c1Br	5	11	-6	0.8	-21	16	9	92	-0.4	94
CN1CN=C(N[N+](=O)[O-])N(Cc2ccco2)C1	-4	2	-1	1	12	-4	8	100	-0.2	104
Fc1ccc2c(c1)nnn2C1CCN(Cc2nnnn2C2CCCCC2)CC1	9	4	13	0.9	11	10	5	100	0.3	91
C=CCn1c(O)c(C(CC)=Nc2ccccc2NC(C)=O)c(=O)[nH]c1=O	8	5	4	0.9	-37	12	-7	98	0.0	92

Entries above with a carbonyl joined to an NH by a bond outside any ring (two):
SMILES	STAT1 inh	STAT3 inh	TLR4 MyD88 comp	Diaphorase act	APP 5UTR inh	Diaph inh CS	G6PDH counter	STAT3 act	Hsp70 activator	STAT1 act
CCCCCn1c(=O)c(C(=O)Nc2c(C)n(C)n(-c3ccccc3)c2=O)c(O)c2ccccc21	1	8	-1	0.9	13	10	5	102	-0.4	99
C=CCn1c(O)c(C(CC)=Nc2ccccc2NC(C)=O)c(=O)[nH]c1=O	8	5	4	0.9	-37	12	-7	98	0.0	92
